FBPA Giardia inh – inhibitors of Giardia lamblia fructose-1,6-bisphosphate aldolase; AID 2451; 290,000 compounds, 0.71% hits; Potency, µM (titrated, usually from 59.6 µM), without a hit: top-dose activity, negative = inhibition, usual class: inhibitors; purified Giardia FBPA; also: potency is read from the fitted curve at half-maximal effect; nearly all actives have a fitted effect of over 55% in size
Target sequence (A8B2U2 whole entry, looked up): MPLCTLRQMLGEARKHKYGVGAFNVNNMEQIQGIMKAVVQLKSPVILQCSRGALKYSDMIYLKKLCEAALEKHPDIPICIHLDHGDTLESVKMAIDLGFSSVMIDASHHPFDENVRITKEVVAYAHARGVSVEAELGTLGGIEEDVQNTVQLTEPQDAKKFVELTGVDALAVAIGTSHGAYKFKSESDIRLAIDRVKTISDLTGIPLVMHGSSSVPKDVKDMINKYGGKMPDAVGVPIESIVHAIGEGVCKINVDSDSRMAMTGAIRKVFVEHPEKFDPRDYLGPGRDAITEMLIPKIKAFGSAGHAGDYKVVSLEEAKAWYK
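Giardia FBPA (40 nM reagent) was preincubated 10 min at RT with compound (up to 57.5 uM final), then substrate plus GAPDH/TPI/NAD/arsenate coupling system with diaphorase/resazurin was added; resorufin fluorescence (525/598 nm) was read after 20 min.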
HCV inhibitor – blocks hepatitis C virus; Potency, µM (titrated, usually from 41.8 µM), without a hit: at the highest dose activity change, negative = inhibition, hits mostly inhibitors; 340,000 compounds, 3.4% hits; AID 651820; Huh7.5.1 HCVcc-Cre infection, luciferase reporter, 44 h; also: potency is read from the fitted curve at half-maximal effect
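A cell-based infection assay in which seeded cells (1,000 per well) receive test compound after 4 h, are inoculated with HCVcc-Cre at approximately 0.5 moi, and are incubated 44 h before luminescence detection.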
Sm TGR block – inhibitors of Schistosoma mansoni thioredoxin glutathione reductase; Q962Y6; 360,000 compounds, 3% hits; purified TGR, DTNB reduction, TNB absorbance 405 nm; Potency, µM (titrated, usually from 114 µM), without a hit: top-dose activity change, negative = inhibition, usual class: inhibitors; also: potency is read from the fitted curve at half-maximal effect; nearly all actives have a fitted effect of over 60% in size
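Kinetic colorimetric format: TGR-catalysed, NADPH-driven DTNB reduction monitored via TNB absorbance. Enzyme dispensed at 20 nM; compound exposure 15 min at room temperature before reaction start.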
HCMV antiviral – human cytomegalovirus inhibition; activity change, negative = inhibition, % at 57.5 µM; 410,000 compounds, 4.5% hits; HFF cells, HCMV-luciferase reporter, 72 h; active compounds read low; in the data active = activity change below about -60%; inconclusive = no clear call, values can overlap the other calls; inactive = above about -39%
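Compounds were evaluated in HFFs infected with an HCMV luciferase reporter virus (MOI 1 PFU/cell). Luciferase in lysates collected 72 h post infection served as the replication measure.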
AmpC inh detg – inhibitors of E. coli AmpC beta-lactamase with detergent. Potency, µM (doses to about 114 µM), for inactives: top-dose activity change, negative = inhibition, actives largely listed as inhibitors. AmpC hydrolysis of nitrocefin, absorbance 480 nm, 0.01% Triton. 370,000 compounds, 0.041% hits;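 also: potency is read from the fitted curve at half-maximal effect; 0% = no-compound wells and -100% = no-enzyme wells; nearly all actives have a fitted effect of over 25% in size; some results filed as inactive show a strong effect at the top dose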
Target sequence (P00811 whole entry, looked up): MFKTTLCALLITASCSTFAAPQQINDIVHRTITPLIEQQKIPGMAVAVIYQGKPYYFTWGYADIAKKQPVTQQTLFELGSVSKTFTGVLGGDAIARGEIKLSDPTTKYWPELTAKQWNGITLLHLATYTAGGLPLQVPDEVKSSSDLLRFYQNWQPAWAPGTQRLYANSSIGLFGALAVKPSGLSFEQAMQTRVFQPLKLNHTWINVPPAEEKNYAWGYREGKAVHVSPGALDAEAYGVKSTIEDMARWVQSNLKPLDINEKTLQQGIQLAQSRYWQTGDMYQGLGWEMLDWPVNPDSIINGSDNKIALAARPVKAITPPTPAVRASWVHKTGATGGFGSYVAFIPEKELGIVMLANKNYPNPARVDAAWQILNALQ
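AmpC (5.3 nM in the dispensed reagent) in 20 mM phosphate pH 7.0 with 0.01% (detergent screen) or 0.0001% Triton X-100 was preincubated with compounds for 15 min at room temperature. Nitrocefin was then added from an 800 uM solution, and hydrolysis was followed at 480 nm.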
AmpC no deterg – inhibitors of E. coli AmpC beta-lactamase without detergent | AmpC nitrocefin hydrolysis, absorbance 480 nm, 0.0001% Triton | Potency, µM (series often up to 57.1 µM), without a hit: at the top dose activity change, negative = inhibition, hits mostly inhibitors | 330,000 compounds, 0.52% hits;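 also: potency is read from the fitted curve at half-maximal effect; plate controls were no compound for no effect and no enzyme for full effect; nearly all actives have a fitted effect of over 20% in size; some results filed as inactive show a strong effect at the top dose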
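AmpC (5.3 nM in the dispensed reagent) in 20 mM phosphate pH 7.0 with 0.01% (detergent screen) or 0.0001% Triton X-100 was preincubated with compounds for 15 min at room temperature. Nitrocefin was then added from an 800 uM solution, and hydrolysis was followed at 480 nm.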
Starred values were filed as active, the others as inactive; ? = inconclusive; / = not tested or not shown; & = joins results of further samples; [ ] = remark or other dose. Unless noted, calls follow the shape of the dose curve; as a rule, active = well fitted curve in the direction sought with a large enough effect; inconclusive = small, poorly fitted or top-dose-only effect, or another doubt; inactive = no such curve, though single readings can be large; an effect the other way counts as inactive or inconclusive. Unless noted, % is scaled to controls: 0 for no effect and ±100 for the full control effect.

molecule | AmpC inh detg | Sm TGR block | FBPA Giardia inh | AmpC no deterg | HCV inhibitor | HCMV antiviral
CCOCCCN(C(=O)c1ccco1)C(C(=O)NC1CCCC1)c1cccc(OC)c1OC (configuration not stated) | -12% | -32% | 0% | 28% | -3% | -20
Cc1cc(C(=O)Nc2ccncc2)c2ccccc2n1 | -9% | -13% | / | -17% | -13% | /
O=C(/C=C/c1ccncc1)c1cc(Cl)ccc1O | 1% | ? | -9% | -2% | 10% | ?
CSc1ncccc1C(=O)OCC(=O)c1cc2ccccc2o1 | -10% | -5% | -3% | -30% | 18% | -31
CCN(c1ccc(OC)cc1)S(=O)(=O)c1nnc(NC(=O)C(C)C)s1 | -12% | 0% | 10% | -7% | 10% | -32
O=C(CSc1nnc(-c2ccccn2)n1Cc1ccco1)c1ccccc1 | ? | ? | -11% | 14% | -17% | 3
CC(=O)O[C@H]1CC[C@@]2(C)C(=CC(=O)C3C2CC[C@@]2(C)C3C[C@H](OC(C)=O)[C@@H]2OC(C)=O)C1 (some centres not stated) | / | / | / | -3% | 0% | -35
Cn1ccsc1=NC(=O)c1ccc(OC(F)(F)F)cc1 | 1% | 0% | -3% | 5% | -1% | 132
Cc1ccc(C)n1-c1nnc(N2CCCC(C(=O)NCc3ccc(F)cc3)C2)s1 (configuration not stated) | -4% | ? | / | / | / | -17
CCOc1ccc(C(=O)Nc2ccc3nc(SCc4ccccc4)sc3c2)cc1 | 10% | 5% | / | / | / | 2
O=C(CCCc1ccccc1)c1ccc2c(c1)OCCO2 | -2% | 7% | 5% | -25% | -19% | -91*
Fc1cccc(-c2oncc2-c2nnnn2-c2ccc(Cl)cc2)c1 | -2% | 6% | 3% | -6% | 6% | -67*
COc1cc(OC)cc(OCC(O)Cn2ccnc2)c1 (configuration not stated) | -20% | -11% | 2% | -16% | 11% | 26
C[C@H](CO)N1C[C@H](C)[C@@H](CN(C)C(=O)Nc2ccccc2)Oc2ccc(NC(=O)NC3CCCCC3)cc2C1=O | / | / | / | 157%[activator] | 33%[activator] | 5
CN(C)CCCNc1nc(-c2ccccc2)nc2ccccc12 | 9% | 2% | -20% | -5% | -20% | 22
O=C(CNS(=O)(=O)c1ccccc1)N1CCN(Cc2ccccc2)CC1 | 8% | 53%[activator] | / | 1% | 17% | 1
CCOc1ccccc1NC(=O)C(C)n1nnc2sc3c(c2c1=O)CCCC3 (configuration not stated) | 18% | 4% | / | / | / | -2
COc1ccc(C)c2sc(NNC(=O)COc3ccccc3)nc12 | -10% | 3% | 4% | -12% | / | /
CCn1ccnc1CN1CCCC(C(=O)c2cc(C)c(OC)c(C)c2)C1 (configuration not stated) | 1% | 0% | 10% | 66%[activator] | ? | -32
C=CC[C@@H](CC(=O)N[C@@H](CO)Cc1ccccc1)C(=O)N[C@H](COC(=O)[C@@H](CC=C)Cc1ccc(F)cc1)Cc1c[nH]c2ccccc12 | / | / | / | 65%[activator] | -5% | 22
COc1ccccc1CNC(=O)CCCNC(=O)c1ccc(Cl)cc1 | 4% | 5% | 0% | 27% | -15% | -21
COc1ccc(OCC(=O)NCC(c2cccs2)N2CCOCC2)cc1 (configuration not stated) | -19% | -14% | / | -1% | 11% | -29
CC(C)NC(=S)NC(=O)/C=C/c1ccc(F)cc1 | -10% | -19% | 2% | -17% | 12% | -76*
COc1ccccc1NC(=O)c1ccccc1Nc1ccccc1 | 0% | 1% | 5% | -21% | -33% | -23
COc1ccc(C(=O)Cn2c(=O)c(-c3cc(C)ccc3NC(C)=O)nc3ccccc32)cc1 | -3% | -9% | / | / | / | 11
CCSc1nc(=S)cc(C)[nH]1 | 0% | -12% | 2% | -10% | -12% | -21
CC1(NC(=O)C23CC4CC(CC(C4)C2)C3)CCS(=O)(=O)C1 (configuration not stated) | ? | -5% | -4% | -6% | 12% | 3
Cn1nc(-c2ccc(Cl)cc2)nc2c(=O)n(C)c(=O)nc1-2 | ? | ? | -27% | -21% | / | /
CCOc1ccc(C(=O)OC2CCCN(C)C2)cc1 (configuration not stated) | 4% | -25% | -24% | -8% | -2% | -8
CC(Sc1nnc(-c2ccco2)n1N)C(=O)NCc1ccc2c(c1)OCO2 (configuration not stated) | -6% | -22% | / | -22% | 16% | 5
Cc1ccc(-n2nc3ccc(NC(=O)COc4ccccc4)cc3n2)cc1Cl | 13% | -1% | / | / | / | 42
O=C(COC(=O)CNC(=O)c1sc2ccccc2c1Cl)Nc1cc(Cl)cc(Cl)c1 | -14% | 2% | -2% | -31% | 31% | -11
CN(C)C(CNC(=O)C1CCN(S(=O)(=O)c2ccccc2C(F)(F)F)CC1)Cc1ccccc1 (configuration not stated) | -6% | -3% | / | 226%[activator] | -9% | -20
Oc1ccc(Cl)c2cccnc12 | / | / | 0% | / | ? | -27
Cc1ccc(C(=O)Nc2cccc(C(=O)O)c2)cc1S(=O)(=O)N1CCCCC1 | -8% | 24% | 7% | -24% | 16% | /
Fc1cc(F)c2nc(Nc3nc4cc5c(cc4s3)OCO5)sc2c1 | -8% | -19% | 5% | -32% | 3% | -25
COC(=O)Nc1nc(-c2ccccc2)c(C(=O)c2ccccc2)s1 | -10% | 2% | -4% | -52% | ? | ?
CCSc1nnc(NC(=O)CN2C(=O)C3CC=CCC3C2=O)s1 (configuration not stated) | 4% | 27% | -1% | -12% | 30%[activator] | -7
C=C(C)C(=O)Nc1cccc(C2=NOC3(C2)C[C@H](C(N)=O)N(C(=O)COc2ccc(Cl)cc2)C3)c1 (some centres not stated) | 3% | -10% | -4% | 80%[activator] | -24% | 13
COc1cc(OC)c2cc(C(=O)N[C@H](C(=O)N3CCC[C@H]3C(=O)O)C(C)C)n(C)c2c1 | -5% | -11% | -14% | -23% | 11% | 0
CCCCn1c(SCC(=O)N2CCC(C(=O)OCC)CC2)nc2cc(S(N)(=O)=O)ccc21 | ? | -11% | -7% | 17% | ? | -29
O=C(CSc1nc2c(c(=O)n1-c1ccc(Cl)cc1)SCC2)N1CCOCC1 | ? | -7% | -2% | 6% | 1%&17% | 17
CC(=O)Nc1c(F)cc(Br)cc1F | -2% | 12% | 3% | -16% | ? | -31
C/C(=N/NC(=O)c1ccc(C)s1)c1cccnc1 | -14% | 8% | -26% | -30% | 1% | -18
CSc1nc(N(CCO)CCO)c2sc3nc(-c4ccco4)c4c(c3c2n1)CCC4 | 2% | 2.5µM* | ? | 153%[activator] | 6.3µM* | -6
COCc1cc(C)nc(Nc2cc(C)ccc2C)c1C#N | ? | 0% | 1% | 1% | -4% | ?
Cc1cc(OC(=O)c2cccc(C(F)(F)F)c2)c([N+](=O)[O-])c(=O)[nH]1 | -15% | -14% | -8% | -22% | 7% | 6
CCCCNC(=O)CCc1nc2cccnc2n1Cc1ccc(OC)cc1 | -9% | -16% | -10% | -1% | 8% | -3
CNC(=O)/C(C#N)=C\c1ccc(CNS(=O)(=O)c2ccccc2)o1 | -14% | 0% | 3% | -12% | 24% | 4
CCCCn1c(N)c(N(CCOC)C(=O)c2ccc(-c3ccc([N+](=O)[O-])cc3)o2)c(=O)[nH]c1=O | -5% | -35% | / | -5% | -2% | 1
Cc1c(NC(=S)NC(=O)CC(C)C)c(=O)n(-c2ccccc2)n1C | ? | 6% | 4% | -16% | 5% | -1
O=C(Cn1ccc([N+](=O)[O-])n1)NCCc1c[nH]c2ccccc12 | 2% | 6% | -3% | -24% | 8% | -1
CCN(CC)C(C)C#CCC(c1ccccc1)c1ccccc1 (configuration not stated) | -7% | -21% | 0% | 70%[activator] | / | /
COc1ccccc1NC(=O)c1ccccc1C(=O)Nc1ccccc1OC | ? | -8% | 12% | -18% | 8% | -11
CN1CCCN(Cc2cccc3ccccc23)CC1 | -9% | -8% | ? | -8% | -5% | -13
CCc1nc(NCc2ccccn2)c2oc3ccccc3c2n1 | -6% | 7% | -10% | -14% | ? | -63*
CC1(C)C[C@H]2C3=CCC4[C@@]5(C)CC[C@H](O)[C@](C)(CO)C5CC[C@@]4(C)[C@]3(C)C[C@@H](O)[C@@]2(CO)[C@@H](O)[C@@H]1O (some centres not stated) | / | / | / | -21% | 8% | 22
CCNC(=S)N(CCc1c(C)[nH]c2ccc(C)cc12)Cc1cccnc1 | 2% | 1% | 14% | 51% | ? | -3
COc1ccc(OCC(=O)N/N=C/c2ccc(N(C)C)cc2)cc1 | -3% | -2% | -1% | -26% | 6% | 2
Cc1cc(C)n2c(SC/C(O)=C(\C#N)c3nc4ccccc4[nH]3)nnc2n1 | -5% | -1% | -14% | -6% | 15% | 14

Ordered by length of the SMILES (lowest first): some entries from above.
molecule | AmpC inh detg | Sm TGR block | FBPA Giardia inh | AmpC no deterg | HCV inhibitor | HCMV antiviral
CCc1nc(NCc2ccccn2)c2oc3ccccc3c2n1 | -6% | 7% | -10% | -14% | ? | -63*
COc1ccccc1NC(=O)c1ccccc1C(=O)Nc1ccccc1OC | ? | -8% | 12% | -18% | 8% | -11
Cc1c(NC(=S)NC(=O)CC(C)C)c(=O)n(-c2ccccc2)n1C | ? | 6% | 4% | -16% | 5% | -1

The list continues.
molecule | AmpC inh detg | Sm TGR block | FBPA Giardia inh | AmpC no deterg | HCV inhibitor | HCMV antiviral
CC(NC(=O)C1CCC(C(C)(C)C)CC1)C(c1ccccc1)N1CCOCC1 (configuration not stated) | -3% | -11% | 0% | 10%[11.4 µM] | 19% | ?
O=S(=O)(N/N=C\c1ccc2c(c1)OCO2)c1ccc(Cl)cc1 | -2% | 10% | 0% | -34% | ? | 0
COc1ccc(NC(=O)c2ccco2)cc1NC(=O)c1cccnc1 | -1% | 2% | -5% | -10% | 3% | -2
COc1ccc(NS(=O)(=O)c2cc(NC(=O)c3ccc(=O)[nH]n3)ccc2C)cc1 | -1% | -10% | / | -30% | ? | 15
Cc1cc(C)cc(NC(=O)CSc2n[nH]c(-c3cccnc3)n2)c1 | -5% | 5% | -19% | 76% | 7% | -3
N/C(=N\OC(=O)/C=C/c1ccccc1)c1ccccn1 | 1% | / | 1% | -13% | 2% | 8
C/C(=N\NC(=S)Nc1cccc(C)c1)c1cccc(N)c1 | -13% | -7% | 10% | -23% | ? | 46
COc1ccc(N2CCN(CC(=O)NCc3ccc(Cl)cc3)CC2)cc1 | 4% | 1% | -14% | 134%[activator] | 8% | 4
COc1cccc(/C=C/C(=O)NCc2cn3cc(Cl)ccc3n2)c1 | 4% | 3% | 1% | -18% | 23% | -9
COC(=O)c1c(NC(=O)COC(=O)c2ccc(Cl)cc2[N+](=O)[O-])sc2c1CCCCC2 | -5% | -9% | 3% | -23% | ? | -24
CCOC(=O)c1c(NC(=O)C2CCCCC2)sc2c1CCN(CC)C2 | -15% | -10% | ? | 123%[activator] | -12% | -17
COc1ccc(CNC(=O)CSc2nc3ccc(C)cc3[nH]2)cc1OC | 1% | 5% | 0% | -28% | -6% | 23
CC(=O)OC1CC(c2cc(C(C)(C)C)c(O)c(C(C)(C)C)c2)=NO1 (configuration not stated) | -5% | 3% | -1% | 27% | ? | 14
O=C(NC1CCCCC1)C1CCCN(S(=O)(=O)c2cccc3cccnc23)C1 (configuration not stated) | 0% | -1% | -1% | 2% | -15% | 0
COc1ccccc1[C@@H]1C(c2ccc(F)cc2)=NN(c2ccccc2)[C@H]1C(=O)N1CCOC1=O | -12% | -5% | -14%&-8% | ? | 5%[8.37 µM] | -31

Screens from PubChem BioAssay.
